# High-throughput results from PubChem.
# SARS 3CLpro inh – SARS-CoV 3CLpro protease inhibition | inhibition, % at 6 µM | hit rate 0.14% among 290,000 | AID 1706 | recombinant SARS-CoV 3CLpro, quenched FRET peptide cleavage | P0C6X7; in the data active = inhibition above about 12%
# Rv3671c inh – inhibits the M. tuberculosis serine protease Rv3671c; AID 2606; P9WHR9; hit rate 0.048% among 320,000; inhibition, % at 5.96 µM; in the data active = inhibition above about 38%;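 note: extracellular domain of Rv3671c used as enzyme; 0% = enzyme with DMSO and 100% = no enzyme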
# Target sequence (P9WHR9 whole entry, looked up, the tested form may be a part): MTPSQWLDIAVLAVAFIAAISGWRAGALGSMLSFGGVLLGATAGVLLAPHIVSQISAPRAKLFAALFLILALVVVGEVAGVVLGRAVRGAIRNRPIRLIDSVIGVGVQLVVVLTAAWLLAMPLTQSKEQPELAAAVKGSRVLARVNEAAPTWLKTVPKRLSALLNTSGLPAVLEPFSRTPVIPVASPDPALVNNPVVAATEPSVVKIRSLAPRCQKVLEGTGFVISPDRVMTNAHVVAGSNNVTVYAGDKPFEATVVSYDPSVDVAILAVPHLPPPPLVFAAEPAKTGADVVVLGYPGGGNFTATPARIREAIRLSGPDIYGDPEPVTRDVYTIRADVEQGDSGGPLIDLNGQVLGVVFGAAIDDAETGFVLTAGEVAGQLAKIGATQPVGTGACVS
# BioA inh – inhibitors of Mycobacterium tuberculosis BioA enzyme; purified M. tuberculosis BioA enzyme, plate reader; inhibition, % at 9.99 µM; hit rate 0.096% among 360,000; AID 602481; in the data active = inhibition above about 40%; inconclusive = no clear call, values can overlap the other calls
# Vc quorum ag – quorum light induction in luxS cqsA deficient V. cholerae. V. cholerae BH1578 lux reporter, luminescence, 6 h. activation, % at 18.7 µM. hit rate 0.16% among 350,000. AID 588436; in the data active = activation mostly above about 9.7%, no sharp cut-off; inconclusive = no clear call, values can overlap the other calls; inactive = mostly below about 3.7%; note: not every result past the cut was called active; inactives centre near 0; reference of the scale not given here
# UGM FP inh – inhibitors of M. tuberculosis UDP-galactopyranose mutase | P9WIQ1 | purified UGM, fluorescence polarization probe displacement | inhibition, % at 10 µM | hit rate 0.06% among 320,000; in the data active = inhibition above about 10%, passing the limit was not always enough; inconclusive = no clear call, values can overlap the other calls
# Target sequence (P9WIQ1 whole entry, looked up): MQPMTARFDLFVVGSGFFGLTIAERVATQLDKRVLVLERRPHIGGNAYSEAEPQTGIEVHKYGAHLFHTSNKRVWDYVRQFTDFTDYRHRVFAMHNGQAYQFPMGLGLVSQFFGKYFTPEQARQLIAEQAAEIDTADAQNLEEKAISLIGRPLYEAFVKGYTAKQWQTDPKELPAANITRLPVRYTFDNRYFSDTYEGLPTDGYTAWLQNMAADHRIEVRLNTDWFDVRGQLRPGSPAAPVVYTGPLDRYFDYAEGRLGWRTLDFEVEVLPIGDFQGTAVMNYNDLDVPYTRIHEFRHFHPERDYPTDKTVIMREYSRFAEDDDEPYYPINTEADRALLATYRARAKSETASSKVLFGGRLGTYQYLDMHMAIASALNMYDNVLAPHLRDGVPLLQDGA
# Mtb FBA inh – inhibitors of M. tuberculosis fructose-bisphosphate aldolase; purified M. tuberculosis FBA, fluorescence read-out; hit rate 2.3% among 360,000; inhibition, % at 1 µM; in the data active = inhibition above about 27%;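 note: 0% = vehicle and 100% = reference inhibitor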
# MazEF act – MazEF (E. coli) toxin RNase activation | P0AE70 | FAM/BHQ RNA-DNA oligo cleavage fluorescence, 5 h | activation, % at 20 µM | hit rate 0.32% among 350,000 | AID 504720; in the data active = activation above about 50%
# Target sequence (P0AE70 whole entry, looked up): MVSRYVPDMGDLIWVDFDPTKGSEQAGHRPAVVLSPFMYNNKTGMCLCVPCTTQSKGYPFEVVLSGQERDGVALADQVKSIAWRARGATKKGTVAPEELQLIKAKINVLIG
# VHR inh abs – DUSP3 (human) phosphatase inhibition; inhibition, % at 13.3 µM; recombinant VHR phosphatase, pNPP absorbance; P51452; hit rate 0.52% among 290,000; in the data active = inhibition above about 50%; note: some compounds called inactive have numbers as strong as hits
# SSB-PriA inh – blocks PriA binding to SSB C-terminal tail; AlphaScreen SSBct-PriA binding, biotinylated peptide; AID 1272365; inhibition, % at 33 µM; hit rate 0.6% among 430,000; in the data active = inhibition mostly above about 37%, no sharp cut-off; inactive = mostly below about 20%;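 note: plate controls were negative control peptide for no effect and reference peptide for full effect; strong numbers were not always called active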
# GDH-TPI counter – GDH-TPI coupled enzyme inhibition counter-screen; hit rate 1.2% among 360,000; GDH-TPI coupled enzyme counterscreen, NADH absorbance; inhibition, % at 4.8 µM; in the data active = inhibition above about 30%;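 note: 0% = DMSO wells and 100% = wells lacking the enzyme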
# Starred values were filed as active, the others as inactive; i = inactive; ? = inconclusive; · = not tested or not shown; & = joins results of further samples. An excerpt; count on the stated rates, not on these rows.
SMILES,SARS 3CLpro inh,Rv3671c inh,BioA inh,Vc quorum ag,UGM FP inh,Mtb FBA inh,MazEF act,VHR inh abs,SSB-PriA inh,GDH-TPI counter
CC1=Nc2cc(C(=O)NCCCOC(C)C)ccc2Sc2ccc(C)cc21,7,4,0.9,-0.4,-0.5,2,0,12,9,1
O=C(Cn1nnc(-c2ccc(OCc3ccccc3F)cc2)n1)N1CCOCC1,-6,0,-1.5,i,0.7,4,-4,30,-14,3
O=C(/C=C/c1ccccc1)NCCSCc1ccccc1Cl,1,-2,·,1.4,4.8,2,0,-12,-21,12
COc1ccc(CNC(=O)COC(=O)c2nc3nc(C)cc(C)n3n2)cc1,·,0,1.0,i,1.2,2,4,·,-2,3
COc1cccc(Oc2cc(NN3CCCCC3)c([N+](=O)[O-])cc2[N+](=O)[O-])c1OC,3,-3,-1.0,-0.5,3.0,1,1,17,48*,11
O=C(c1ccccc1F)N1CCCC(C(=O)N2CCc3ccccc3C2)C1 (centres undefined),0,6,·,-0.5,-1.1,0,2,0,3,-2
Cc1onc(-c2ccc(Cl)cc2)c1-c1ccnn1S(=O)(=O)c1cccc(C(F)(F)F)c1,5,9,4.8,-0.6,1.6,2,1,27,-9,-3
CCn1cc(/C=C(\NC(=O)c2ccccc2F)C(=O)N2CCOCC2)c2ccccc21,2,0,1.7,i,-2.2,-2,1,-15,3,31*
Cc1ccc(C=NCc2ccncc2)c(O)c1,3,3,0.1,i,2.3,3,-3,-13,9,-2
CC(C)(C)Sc1ccc([N+](=O)[O-])cc1C(=O)Nc1ccncc1,0,2,·,-0.5,-0.4,1,7,-10,0,0
Cc1ccc(S(=O)(=O)NNC(=O)CCC(=O)Nc2ccccc2)cc1,2,-1,-0.4,i,0.8,2,4,33,-13,7
COc1ccc(CC(=O)NNc2ncnc3c2cnn3-c2ccc(C)cc2)cc1OC,4,2,·,-0.3,0.8,-4,2,3,-3,-9
O=C1c2ccccc2C(=O)c2[nH]c(=O)[nH]c21,-1,-59,0.2,-0.4,2.0,-1,-1,22,1,2
Cc1nc(C)c(-c2csc(Nc3ccc(N)cc3)n2)s1,-4,9,-0.6,0.4,3.0,-1,18,57*,36,2
Cn1c(N)c(C(=O)COC(=O)CCOc2ccc(C(C)(C)C)cc2)c(=O)n(C)c1=O,9,-13,·,-0.7,0.0,1,-8,6,-4,0
CN(Cc1ccco1)C(=O)C1CCN(c2nnc(-n3cccc3)s2)CC1,-3,-5,2.0,i,0.2,1,6,-4,1,7
O=C(/C=C/c1ccccc1)Nc1ccc2c(c1)OCCO2,2,3,·,-0.4,-0.6,-6,-2,13,2&23,-3
CCCN(CCC)C1CCc2ccc(O)cc2C1 (centres undefined),·,9,-0.8,i,-1.2,-3,10,·,-7,-4
O=C(O)C1C2C=CC(C2)C1C(=O)Nc1cccc(C(F)(F)F)c1 (centres undefined),0,9,-0.9,1.5,1.3,1,1,12,3,-11
CN(C(=O)Cn1cccc1C1=NC(c2ccccc2)CO1)c1ccccc1 (centres undefined),-2,-2,·,-0.5,2.3,-4,5,0,0,9
CCCS(=O)(=O)NC(=O)C1(C)CCCN(C(=O)c2cc(-c3cccs3)oc2C)C1 (centres undefined),·,·,0.5,i,·,4,·,·,·,8
Cc1ccc(S(=O)(=O)N2CCC(C(=O)NCc3ccccc3CN3CCCC3)CC2)cc1C,·,4,1.1,-4.6,-2.4,1,14,·,8,5
NC(=O)C1CCN(C2OC(=O)c3ccccc32)CC1 (centres undefined),5,-4,0.0,-17,-0.5,2,1,-18,-22,1
Cc1nc2sccn2c(=O)c1S(=O)(=O)NCc1ccccc1,-3,0,-2.5,i,1.6,8,4,-18,-10,14
Cc1nn(C)c(C)c1NC(=O)COc1ccc(F)cc1Br,·,0,0.9,i,-0.8,3,-1,·,-1,4

# 6 structures out of the list, ordered by SMILES length, falling.
SMILES,SARS 3CLpro inh,Rv3671c inh,BioA inh,Vc quorum ag,UGM FP inh,Mtb FBA inh,MazEF act,VHR inh abs,SSB-PriA inh,GDH-TPI counter
Cc1onc(-c2ccc(Cl)cc2)c1-c1ccnn1S(=O)(=O)c1cccc(C(F)(F)F)c1,5,9,4.8,-0.6,1.6,2,1,27,-9,-3
COc1ccc(CC(=O)NNc2ncnc3c2cnn3-c2ccc(C)cc2)cc1OC,4,2,·,-0.3,0.8,-4,2,3,-3,-9
O=C(O)C1C2C=CC(C2)C1C(=O)Nc1cccc(C(F)(F)F)c1 (centres undefined),0,9,-0.9,1.5,1.3,1,1,12,3,-11
CN(C(=O)Cn1cccc1C1=NC(c2ccccc2)CO1)c1ccccc1 (centres undefined),-2,-2,·,-0.5,2.3,-4,5,0,0,9
Cc1nn(C)c(C)c1NC(=O)COc1ccc(F)cc1Br,·,0,0.9,i,-0.8,3,-1,·,-1,4
NC(=O)C1CCN(C2OC(=O)c3ccccc32)CC1 (centres undefined),5,-4,0.0,-17,-0.5,2,1,-18,-22,1

# Further structures follow:
SMILES,SARS 3CLpro inh,Rv3671c inh,BioA inh,Vc quorum ag,UGM FP inh,Mtb FBA inh,MazEF act,VHR inh abs,SSB-PriA inh,GDH-TPI counter
O=C(O)c1cc(NS(=O)(=O)c2cccs2)cc(NS(=O)(=O)c2cccs2)c1,·,-1,-0.9,-0.6,-0.1,-2,4,·,-4,9
COc1ccc(Cn2nnc3ccccc32)cc1,·,-3,0.9,i,-0.9,-1,9,·,1,3
CCC1CCCCN1CCNC(=O)C1CCCN(S(=O)(=O)c2cccc3nsnc23)C1 (centres undefined),3,-12,0.7,i,3.0,-4,10,2,0,2
COCc1nnc(NC(=O)c2sc3ccccc3c2Cl)s1,-2,-7,-1.6,-0.3,-0.2,-2,-5,-11,-1,23
CCc1ccc(N(C(=O)c2csnn2)C(C(=O)NC(C)(C)C)c2ccncc2)cc1 (centres undefined),-1,0,-0.2,-1.7,0.1,-3,0,29,-4,-4
CC(C)Cc1nnc(NC(=O)CCC(=O)NC2CCCCC2)s1,-1,5,-0.9,-0.4,-1.7,-6,7,-9,0,4
Cc1csc(/C(=N\O)c2csc(C)n2)n1,-2,6,-1.1,-17,2.0,2,1,15,·,8
O=c1ccc(-c2ccc(S(=O)(=O)Nc3cccc(Br)c3)o2)n[nH]1,1,-2,·,i,2.6,-2,8,13,9,14
Cc1ccc(C)c(C(=O)COc2ncnc3ccccc23)c1,-2,-5,0.5,-0.1,-1.6,0,-3,32,-6,-5
CC1CCN(c2ccc(-c3cccc(NC(=O)c4ccco4)c3)nn2)CC1,·,-2,1.2,-1.7,0.5,1,1,·,5,2
CC(=O)c1ccc(NS(=O)(=O)c2cccc(C)c2)cc1,2,-3,-1.5,-0.4,3.2,6,-7,-12,6,27
COc1ccccc1N1CCN(C(=O)C2C3C=CC4(CN(Cc5ccccc5Cl)C(=O)C24)O3)CC1 (centres undefined),4,2,2.5,-0.2,3.7,-4,8,-1,-1,-9
[O-]/[N+](=C\C=C\c1ccccc1)c1ccccc1,3,-6,-2.0,i,-0.3,3,-2,12,-1,8
COc1ccc(N2CC(C(=O)Nc3c4c(nn3-c3ccccc3)CS(=O)(=O)C4)CC2=O)cc1 (centres undefined),3,1,-1.1,-0.1,0.2,2,-2,14,6,-11
COc1ccc2c(C)nc(Nc3nc(C)c(C)c(=O)[nH]3)nc2c1,3,3,·,-0.4,-1.3,0,-39,22,-1,4
CCOc1ccccc1NC(=O)NC1(C(=O)N2CCN3CCCC3C2)CCCCC1 (centres undefined),0,2,0.4,-0.3,0.3,3,10,9,-15,6
CN(CC(=O)OCC(=O)c1c(N)n(C)c(=O)n(C)c1=O)S(=O)(=O)c1ccc(Cl)cc1,3,4,·,0.2,0.6,0,4,22,-12,3
CCC(c1nnnn1C1CCCC1)N1CCN(Cc2ccccc2)CC1 (centres undefined),2,-5,1.1,10,-1.2,3,-2,12,-8,6
CN(c1ccccc1C(=O)Nc1cccc(C(F)(F)F)c1)S(C)(=O)=O,4,6,-0.4,-1.0,1.8,4,-15,6,-8,13
COc1ccc(/C(O)=C2/C(=O)C(=O)N(CCCN3CCOCC3)C2c2ccc(OC)cc2)cc1 (centres undefined),4,-1,-0.2,1.2,-1.5,-1,-7,-20,·,-2
CN(Cc1ccccc1)C(=S)Nc1ccc2nc3n(c(=O)c2c1)CCCCC3,4,3,·,-0.3,2.0,2,6,6,-8,1
Cc1cc(/C=N/n2cnnc2)c(C)n1-c1ccc(OCc2ccc(F)cc2)cc1,3,-1,-1.6,i,0.0,1,2,28,·,9
CCCCN(C)Cc1c(C(=O)N2CCc3ccccc3C2)nc2ccc(Cl)cn12,6,-2,3.4,-0.4,0.3,0,14,21,-1,-4
CCOC(=O)Cn1nc(-c2ccc(Cl)cc2)ccc1=O,-1,0,·,-0.3,-0.8,2,-7,10,3,-13
O=C(c1ccco1)N(Cc1ccc2c(c1)OCO2)Cc1cc2cc3c(cc2[nH]c1=O)OCO3,4,6,-0.6,-0.3,0.7,12,-2,-23,-7,17
SMILES,SARS 3CLpro inh,Rv3671c inh,BioA inh,Vc quorum ag,UGM FP inh,Mtb FBA inh,MazEF act,VHR inh abs,SSB-PriA inh,GDH-TPI counter
CC(CS(=O)(=O)c1ccccc1[N+](=O)[O-])N1CCOCC1 (centres undefined),2,-1,·,-0.2,-3.3,-3,-4,-33,-10,7
Cc1ccc(CNC(=S)Nc2cc(C)ccc2OC(F)F)cc1,5,-3,0.3,-0.5,2.4,2,7,17,-9,4
COCCCNC(=S)N(Cc1cccnc1)Cc1ccc(OC)c(OC)c1,10,-8,-1.6,-0.2,-0.8,1,0,13,5,3
Cc1nc(N2CCOCC2)nc(Oc2ccccc2)c1[N+](=O)[O-],-4,1,·,-0.4,3.4,-2,2,-7,-7,9
COc1cc(OC)cc(C(=O)N2CCN(S(=O)(=O)c3ccc4c(c3)OCCO4)CC2)c1,·,·,0.2,i,·,0,5,·,·,3
COC(=O)c1c(-c2ccc(OC)cc2)sc2ccc(-c3ccc4c(c3)OCO4)cc12,·,-3,-2.0,i,-0.8,-3,4,·,-7,4
COc1cccc(NC(=S)NC(=O)c2cccnc2)c1,1,2,1.8,-0.3,-0.7,-2,7,4,-14,6
COC(=O)c1c(N=CN(C)C)c(C#N)c2n1CCCC2,-3,3,-0.4,-0.7,-3.0,3,7,10,-17,9
CC(=O)N1CCc2nc3ccccc3cc21,·,·,0.5,4.5,·,6,4,·,·,12
CCO/N=C(\N)c1[nH]ncc1Br,2,11,1.1,i,1.7,-1,5,-11,·,-18
O=C(c1ccc2c(c1)CCN2S(=O)(=O)c1ccccc1)N1CCN(c2ccccc2)CC1,5,-2,-0.4,-0.2,-2.3,-2,13,13,14,-4
CC(=O)N1N=C(c2cccc([N+](=O)[O-])c2)OC1c1ccc(Br)cc1 (centres undefined),4,1,·,-0.4,0.0,2,-2,13,-8,5
COc1ccc2c(c1)C(=O)N(c1ccccc1)C(=O)C2,-3,-11,0.9,i,0.2,2,4,20,5,9
Cc1cccc(NC(=S)NCC2CCCO2)c1 (centres undefined),-1,0,-0.4,-3.6,2.1,-6,0,2,2,-4
C[C@H](CO)N1C[C@H](C)[C@@H](CN(C)C(=O)Nc2ccc3c(c2)OCO3)Oc2ccc(NS(=O)(=O)c3ccccc3)cc2C1=O,·,-8,-1.1,-0.8,0.4,5,-11,·,·,18
COc1cc(OC)c(NC2c3ccccc3C(=O)N2c2cc(C)ccn2)cc1Cl (centres undefined),0,5,-0.6,-0.2,0.9,-1,-2,26,-14,-3
Cn1c(=O)n(Cc2ccccc2)c2ccccc21,1,3,-1.6,-0.4,1.2,1,6,33,-14,6
NS(=O)(=O)c1ccc(N2C(=O)CCCC2=O)cc1,·,·,-0.4,-0.8,·,2,-3,·,·,5
Fc1ccc(-c2nnc(-c3ccc(F)cc3)o2)cc1,0,·,-1.6,-0.6,-1.9,0,-6,11,-9,-8
Cc1ccc(NC2CCCCC2NS(=O)(=O)c2ccc(Cl)cc2)cc1 (centres undefined),3,-8,-0.8,-0.4,?,0,6,-2,18&0,3
